Screening results as filed in PubChem.
KinaseGlo FLuc – Kinase-Glo luciferase inhibition (counter-screen); Kinase-Glo luciferase, ATP luminescence, 8 min; AID 1379; 200,000 compounds, 0.28% hits; Q27757; Potency, µM (titrated, usually from 38.3 µM), without a hit: top-dose activity change, negative = inhibition, actives largely listed as inhibitors; also: potency is read from the fitted curve at half-maximal effect; % is scaled to controls: 0 for no effect and ±100 for the full control effect; nearly all actives have a fitted effect of over 60% in size
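Light output from Kinase-Glo luciferase with luciferin and 10 uM ATP in 50 mM imidazole pH 7.2, KCl, MgCl2, Tween 20, BSA; compound pin-delivered, 8-min ambient incubation, then luminescence read.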
Epigenetic derep – epigenetic control regulation, reporter derepression. murine LDR cells, GFP reporter derepression, 30 h. Potency, µM (titrated, usually from 53.9 µM), without a hit: at the highest dose GFP activation, usual class: activators. 280,000 compounds, 0.2% hits. AID 1865; also: potency is read from the fitted curve at half-maximal effect; % of control where 0% means no effect; nearly all actives have a fitted effect of over 60% in size
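GFP-positive cell count by laser-scanning cytometry (objects 20–120 um) after 30 h, 37 C compound exposure of murine LDR cells; reporter is CMV-GFP integrated at a silenced locus, inducible by HDAC or DNMT inhibitors.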
IMPase Li cell – IMPase inhibition in cells with lithium potentiation; CHO-M1 cells, IP1 TR-FRET (IP-One), carbachol + lithium; Potency, µM (doses to about 59.4 µM), for the others: at the top dose activity, negative = IMPase inhibition, actives largely listed as inhibitors; 210,000 compounds, 0.35% hits; AID 1457;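 also: IP1 builds up when IMPase is blocked and the TR-FRET signal falls; potency is read from the fitted curve at half-maximal effect; plate controls were basal vehicle for no effect and high inhibitor control for full effect; nearly all actives have a fitted effect of over 50% in size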
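Steps: plate 2000 CHO-M1 cells per well and culture 16–30 h; add compound and lithium; incubate 30 min, 37C; add d2-IP1 tracer and Eu cryptate anti-IP1 antibody in lysis buffer; read after 10 min at room temperature.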
HttQ103 aggreg – reduces HttQ103-GFP aggregates in PC12 cells. 220,000 compounds, 1.1% hits. Potency, µM (doses to about 46.1 µM), inactives show at the highest dose activity change, negative = inhibition, most hits filed as inhibitors. PC12 HttQ103-GFP aggregates, Acumen cytometry, 40 h; also: potency is read from the fitted curve at half-maximal effect; % is scaled to controls: 0 for no effect and ±100 for the full control effect; nearly all actives have a fitted effect of over 60% in size
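PC12/HTTQ103-GFP, ecdysone-inducible; teb 100 nM; cpd qHTS titration; GFP aggregates read on laser cytometer, Ex 488/Em 500-530 nm.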
CBFb RUNX1 block – inhibitors of human CBF-beta and RUNX1 interaction; Q01196+Q13951; AlphaScreen CBFb-His/RUNX1-biotin binding, biochemical; Potency, µM (titrated, usually from 59.8 µM), inactives show top-dose activity, negative = inhibition, usual class: inhibitors; 230,000 tested, under 10 active; AID 1477; also: % of control where 0% means no effect
Target sequence (Q01196 whole entry, looked up): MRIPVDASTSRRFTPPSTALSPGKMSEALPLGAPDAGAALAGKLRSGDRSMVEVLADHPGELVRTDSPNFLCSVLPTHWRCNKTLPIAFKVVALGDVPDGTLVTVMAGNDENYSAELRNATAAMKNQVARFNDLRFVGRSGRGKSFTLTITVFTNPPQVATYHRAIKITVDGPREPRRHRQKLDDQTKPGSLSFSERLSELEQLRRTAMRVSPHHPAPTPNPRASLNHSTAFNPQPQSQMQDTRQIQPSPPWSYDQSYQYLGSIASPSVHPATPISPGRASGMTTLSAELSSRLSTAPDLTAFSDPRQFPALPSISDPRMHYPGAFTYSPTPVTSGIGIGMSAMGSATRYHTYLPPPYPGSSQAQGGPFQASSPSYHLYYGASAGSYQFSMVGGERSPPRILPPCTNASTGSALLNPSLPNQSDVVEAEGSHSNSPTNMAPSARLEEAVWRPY
Target sequence (Q13951 whole entry, looked up): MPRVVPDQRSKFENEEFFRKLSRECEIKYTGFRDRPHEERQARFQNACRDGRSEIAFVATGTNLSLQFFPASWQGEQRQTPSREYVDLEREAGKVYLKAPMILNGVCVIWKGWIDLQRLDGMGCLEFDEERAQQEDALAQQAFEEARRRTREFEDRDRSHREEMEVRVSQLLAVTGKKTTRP
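Room-temperature protein-protein interaction test with 30 nM each of His-tagged CBF-beta and biotinylated RUNX1, 15 min with compound, then 90 min with nickel plus streptavidin beads. Signal read in AlphaScreen mode.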
NPSR antag – antagonists of human neuropeptide S receptor cAMP signaling. Q6W5P4. CHO-NPSR cells, cAMP TR-FRET, antagonist mode. Potency, µM (doses to about 38.3 µM), inactives show at the top dose activity change, negative = inhibition, actives largely listed as inhibitors. 220,000 compounds, 1% hits. AID 1461; also: potency is read from the fitted curve at half-maximal effect; % is scaled to controls: 0 for no effect and ±100 for the full control effect; nearly all actives have a fitted effect of over 50% in size; many of its hits are not listed in these tables
Target sequence (Q6W5P4 whole entry, looked up): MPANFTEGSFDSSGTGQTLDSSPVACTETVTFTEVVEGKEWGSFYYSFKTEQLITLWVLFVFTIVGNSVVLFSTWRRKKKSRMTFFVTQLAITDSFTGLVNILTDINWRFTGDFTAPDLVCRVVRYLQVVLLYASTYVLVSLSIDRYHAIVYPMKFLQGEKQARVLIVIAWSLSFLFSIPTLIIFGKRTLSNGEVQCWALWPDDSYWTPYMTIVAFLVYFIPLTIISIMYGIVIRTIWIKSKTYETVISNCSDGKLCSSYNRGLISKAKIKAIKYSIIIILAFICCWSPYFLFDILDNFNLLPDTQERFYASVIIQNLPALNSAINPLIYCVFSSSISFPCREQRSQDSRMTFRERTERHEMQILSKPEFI
Lamin A splicing – LMNA splicing modulation; 200,000 compounds, 0.01% hits; Potency, µM (highest dose often 46.1 µM), for inactives: at the highest dose ratio change, negative = inhibition, hits mostly inhibitors; AID 1487; HeLa LMNA splicing GFP/RFP minigene ratio, 48 h; active = well fitted inhibition curve with a large enough effect in the signal ratio, with a control signal flat, not every such curve was filed as active; inconclusive = small, poorly fitted or top-dose-only effect, or effect the other way, or a change in a side signal; the % refers to the signal ratio; also: potency is read from the fitted curve at half-maximal effect; % is scaled to controls: 0 for no effect and ±100 for the full control effect
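Read-out is the ratio of GFP to DsRed2 object intensity, acquired by 488 nm laser-scanning cytometry on HeLa lamin A-EGFP minigene reporter cells. Compound incubation 48 hrs at 37 °C in Opti-MEM with 2% FBS; DMSO 0.5% final.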
* = called active by the depositor; ? = inconclusive; nt = not tested or not shown; [ ] = remark or other dose. Unless noted, calls follow the shape of the dose curve; as a rule, active = well fitted curve in the direction sought with a large enough effect; inconclusive = small, poorly fitted or top-dose-only effect, or another doubt; inactive = no such curve, though single readings can be large; an effect the other way counts as inactive or inconclusive. These rows are one share of the data. The share of hits here may be higher or lower than overall.

SMILES | KinaseGlo FLuc | Epigenetic derep | IMPase Li cell | HttQ103 aggreg | CBFb RUNX1 block | NPSR antag | Lamin A splicing
O=C(/C=C/c1cn(CC(O)CN2CCCCC2)c2ccccc12)c1ccccc1 (stereo not drawn) | nt | 17% | nt | -5%[9.22 µM] | 0% | ? | nt
Cc1noc(C)c1-c1nc(CSc2ccc(Cl)cc2)no1 | nt | 1.0% | nt | -12%[9.22 µM] | ? | 13% | ?
O=C(NC(=S)N1CCCc2ccccc21)c1ccc(Br)cc1 | nt | -0.9% | nt | ? | -2% | -2%[46.1 µM] | -11%
CC(C)CC(NC(=O)C(NC(=O)C1OC2OC(C)(C)OC2C2OC(C)(C)OC12)C(C)C)C(=O)O (stereo not drawn) | 0% | 3.8% | 9% | 12%[9.22 µM] | 10% | -11% | 11%[46 µM]
C/C=C\C=C/C(=O)Nc1cccc(C2=NOC3(C2)C[C@@H](C(N)=O)N(C(=O)c2ccc(Cl)cc2)C3)c1 (stereo partly drawn) | nt | 1.7% | nt | 10%[9.22 µM] | -3% | -3% | nt
CC(C)C(=O)NC(=S)Nc1ccccc1C(F)(F)F | nt | 0.9% | nt | 7% | 1% | -5%[46.1 µM] | 5%
C=CCNC(=S)Nc1nc2c(cc1C(=O)OCC)CCCC2 | -4% | -0.9% | 2% | ? | -2% | 5% | ?
O=C(CSCc1ccccc1)Nc1ccccc1C(=O)Nc1ccc(C(=O)O)cc1 | nt | -1.3% | nt | 5%[9.22 µM] | 6% | -1% | nt
CSc1nc(SCC(N)=O)c2c3c(sc2n1)CN(C)CC3 | 13% | 1.6% | 10%[38.3 µM] | -5% | -6% | -10%[46.1 µM] | ?
CCOc1ccc(/C=N/NC(=O)c2ccc(CSc3nc4ccccc4[nH]3)cc2)cc1 | -2% | 0.0% | 1% | 8% | 7% | -6% | 11%
CCC1=NN(C(=O)Cc2ccc([N+](=O)[O-])cc2)C(O)(c2ccncc2)C1 (stereo not drawn) | 0% | 2.2% | 3% | nt | 2% | 9% | 12%[46 µM]
COc1ccc(Cn2nnnc2C(c2cccs2)N2CCSCC2)cc1 (stereo not drawn) | 2% | -1.1% | 2%[38.3 µM] | -19% | -4% | -28%[46.1 µM] | ?
COc1cc(C(=O)NCCC(C)C)ccc1OCc1ccc(Cl)cc1Cl | 2% | 0.0% | 6% | ? | -4% | -50% | ?
CCN(CCNC(=O)CN(C)S(=O)(=O)c1cccc2nsnc12)c1ccccc1 | -1% | -3.3% | -3%[38.3 µM] | -1% | 1% | -20%[46.1 µM] | -2%
CCc1ccc(NC(=O)c2ccc3c(=O)n4c(nc3c2)CCCCC4)cc1 | nt | 2.0% | nt | 12%[9.22 µM] | 8% | -13% | nt
c1ccc(Nc2ccnc(Nc3ccccc3)n2)cc1 | nt | 4.2% | nt | 19%[9.22 µM] | 3% | -17% | nt
CC1(O)N(Cc2ccccc2)C(=O)OC12CCCCC2 (stereo not drawn) | 3% | 0.0% | -5% | 9% | 10% | -12%[46.1 µM] | -6%
COc1ccc(CC(=O)NCc2ccccn2)cc1OC | 2% | -1.2% | 6%[38.3 µM] | 6% | -4% | ? | 7%
CN1CCN(c2ccc(Cl)cc2NS(=O)(=O)c2ccccc2Cl)CC1 | 0% | 0.9% | 21%[38.3 µM] | -14% | 0% | -1%[46.1 µM] | 5%
O=C(NCCN1CCOCC1)C1CCN(Cc2ccccc2O)CC1 | 1% | 0.7% | 2%[38.3 µM] | 0% | 3% | -2%[46.1 µM] | -1%
COc1ccc(/C=N/NC(=O)c2cccc(NC(C)=O)c2)c(C(=O)O)c1OC | 2% | -2.5% | 2% | -3% | 0% | 33% | nt
Cc1nc2ncnn2c(C)c1CCC(=O)N1CCN(C(=O)c2ccco2)CC1 | -2% | -0.3% | -6%[38.3 µM] | -6% | -1% | -3%[46.1 µM] | 16%
c1ccc(Cn2c(NCc3ccncc3)nc3ccccc32)cc1 | 0% | -0.1% | 6% | 6%[9.22 µM] | 9% | -3% | nt
Cc1ccc(NC(=O)C[n+]2ccn(C3=C([O-])c4ccccc4C3=O)c2)cc1 | -2% | -1.6% | 5% | -7% | -8% | -9% | -1%[46 µM]
CCOc1cc(-c2c(C)c(C)nc(N)c2C#N)ccc1O | 4% | 3.3% | 1% | -17% | -3% | -8%[46.1 µM] | -11%
CCOc1ccc(S(=O)(=O)N2CCc3cc(OC)c(OC)cc3C2)cc1 | -2% | 0.0% | 5% | -10% | -7% | 1% | ?
Cn1nc(-c2ccc(Cl)cc2)cc1NC(=O)CSCC(=O)O | nt | -0.3% | nt | -5%[9.22 µM] | 6% | -2% | nt
CC(C)Cc1oc(C(=O)O)cc1CN1CCOCC1 | 3% | -0.3% | -4% | 23% | -3% | 6% | -17%[46 µM]
Cc1ccc(S(=O)(=O)CCN2CCC(n3cccc3)CC2)cc1 | nt | 1.0% | nt | -3%[9.22 µM] | -6% | -16% | -25%[46 µM]
O=C1/C(=C/c2ccccn2)COc2ccccc21 | -30% | -4.4% | -7% | 15% | 1% | 16% | nt
Cc1c(NC(=O)c2ccc3c(c2)OCO3)cccc1-c1nc2ncccc2o1 | -8% | -0.2% | 6%[38.3 µM] | -5% | 3% | -30%[46.1 µM] | -11%
Cn1c(SC/C=C/c2ccccc2)nnc1-c1cnccn1 | 0% | 0.0% | 18%[38.3 µM] | 7% | 11% | -9%[46.1 µM] | 5%
CC(NC(=O)COC(=O)C1CSC2(C)CCC(=O)N12)C12CC3CC(CC(C3)C1)C2 (stereo not drawn) | -1% | 9.1% | 10% | -1% | -17% | -4% | nt
O=C(c1ccc(C(F)(F)F)cc1)C1CCCN(C(=O)CCc2cnccn2)C1 (stereo not drawn) | -4% | 1.0% | 11% | -2%[9.22 µM] | 4% | -20% | nt
Cc1nc(CNC(=O)c2cc(COc3ccc(F)cc3Cl)on2)cs1 | nt | -0.2% | nt | 15% | 10% | -7% | nt
CCCC/C=C/C(NC(=O)c1cccs1)c1ccccc1 (stereo not drawn) | 1% | 7.5% | 17% | nt | 21% | nt | nt
C=CCOc1c(CNc2cccc(C(=O)O)c2)cccc1OC | -2% | -0.8% | 27%[38.3 µM] | ? | 3% | 4%[46.1 µM] | 10%
CC(C)Oc1cccc(-c2cc(C(=O)N3CCN(S(C)(=O)=O)CC3)c3ccccc3n2)c1 | -4% | -0.9% | 13% | -25% | 8% | -13%[46.1 µM] | ?
CCCCOC(=O)Oc1ccc2c(=O)c(Oc3cc(C)cc(C)c3)coc2c1 | 2% | -3.2% | -6% | 15% | 6% | -24% | -10%
O=C(CN(c1ccc(Cl)cc1)S(=O)(=O)c1ccc(Cl)c([N+](=O)[O-])c1)NCCc1ccccc1 | 0% | -2.8% | 13% | 11% | -4% | -39% | nt
FC(F)(F)Sc1ccc(NC(=S)NCc2ccccc2)cc1 | nt | 6.7% | nt | 0%[9.22 µM] | 22% | -43% | nt
COc1ccc(-c2nn(C)c(=O)[nH]2)cc1 | nt | 2.2% | nt | -3%[9.22 µM] | -1% | -29% | nt
COc1cccc(C(=O)NC(C)C(c2cccs2)N2CCN(C)CC2)c1 (stereo not drawn) | 2% | -0.9% | -4% | 7% | 6% | 2%[46.1 µM] | -4%
CCOC(=O)N/N=C/c1ccc(OC)c(O)c1 | -10% | 2.4% | 4% | -3% | ? | 35% | nt
Cc1ccccc1OC(C)c1nc(-c2ccccc2)no1 (stereo not drawn) | 2% | -0.8% | 24%[38.3 µM] | 14% | ? | -6%[46.1 µM] | 27%
CCn1c(=O)cc(N2CCOCC2)[nH]c1=O | 0% | -6.2% | -6% | 3% | 3% | 4% | 8%[9.22 µM]
CC(C)CN1CCC(=O)N([C@H](CSc2ccc(Br)cc2)c2ccccc2)CC1 | nt | 0.5% | nt | 21%[9.22 µM] | 9% | -59% | nt
COCC(C)n1c(C)cc(C(=O)COC(=O)c2c(NC(C)=O)sc(C)c2C)c1C (stereo not drawn) | -2% | 3.2% | -19%[38.3 µM] | ? | 3% | -17%[46.1 µM] | ?
CCCCOc1nc(N)nc(-c2ccccc2)n1 | 0% | 0.0% | 6% | -20% | 8% | -11%[46.1 µM] | -8%
CCOC(=O)C(C(=O)N(C)C)c1ncc(C(F)(F)F)cc1Cl (stereo not drawn) | 0% | -0.9% | 7%[38.3 µM] | 4% | 4% | -6%[46.1 µM] | -2%
O=C(CN1C(=O)C2CC=CCC2C1=O)NCC1COc2ccccc2O1 (stereo not drawn) | 0% | -1.1% | 0%[38.3 µM] | 1% | -1% | 3%[46.1 µM] | 5%
Cc1occc1-c1nnc(SCC(=O)NC(C)(C)C)n1CC(C)C | 2% | -1.1% | 0% | 6%[9.22 µM] | 1% | 0% | -1%[46 µM]
On1nnc2ccc(C(F)(F)F)cc21 | 0% | 0.0% | 9% | -5% | -6% | 14% | nt
CCn1cc(C(=O)Nc2cc(C)ccc2C)c(=O)c2ccc(C)nc21 | -1% | -1.5% | 0% | -4%[9.22 µM] | 9% | 7% | nt
CC(C)(C)OC(=O)NCCCCc1cn(CC(=O)N2CCN(C(=O)OC(C)(C)C)CC2)nn1 | nt | 0.0% | -5% | 5%[9.22 µM] | 6% | -14% | nt
CC(C(=O)Nc1ccc2c(c1)OCCO2)N(c1ccccc1)S(C)(=O)=O (stereo not drawn) | nt | -1.8% | nt | 16%[9.22 µM] | 11% | 6% | nt
COc1cc(CN2CCC(C(=O)N3CCC(C)CC3)CC2)cc(Br)c1O | 1% | -2.4% | -6%[38.3 µM] | 5% | 0% | 8%[7.67 µM] | -1%
CCCCn1c(SCC(=O)NCc2ccco2)nc2ccc(N3CCOCC3)cc2c1=O | 1% | 0.9% | -5%[38.3 µM] | -17% | 1% | -17%[46.1 µM] | 4%
CCn1cc(-c2cc(C(=O)O)on2)c(C)n1 | 2% | 1.1% | -8% | -2% | 3% | 15% | 15%[46 µM]
Cc1cc(N2C(=O)C(=O)/C(=C(/O)c3ccc(F)cc3)C2c2ccc(Cl)cc2)no1 (stereo not drawn) | 1% | -1.1% | -21%[38.3 µM] | 8% | 0% | -5%[46.1 µM] | 10%
O=C(COC(=O)c1n[nH]c2ccccc12)NC(=O)NC1CCCC1 | -3% | 3.5% | -1%[38.3 µM] | -3% | -1% | ? | -5%
C=CCNC(=O)CNS(=O)(=O)c1ccc(F)cc1 | -3% | 0.0% | 25%[38.3 µM] | 15% | -3% | -24%[46.1 µM] | 20%
